# Screening results from PubChem BioAssay.
# HCMV antiviral: inhibitors of human cytomegalovirus | AID 1259415 | HFF cells, HCMV-luciferase reporter, 72 h; hits give low values | actives 4.5% (n = 410,000) | activity change, negative = inhibition, % at 57.5 µM; in the data active = activity change below about -60%; inconclusive = no clear call, values can overlap the other calls; inactive = above about -39%
#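 Human foreskin fibroblasts infected with luciferase-reporter HCMV at MOI 1 PFU/cell, compounds at two doses. Luciferase measured 72 h post infection; normalized to buffer-only basal and Salinomycin (10uM) controls.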
# AmpC inh no detg: blocks E. coli AmpC beta-lactamase in detergent-free assay; P00811; AmpC nitrocefin hydrolysis, absorbance 480 nm, 0.0001% Triton; actives 0.52% (n = 330,000); Potency, µM (titrated, usually from 57.1 µM), for inactives: at the highest dose activity change, negative = inhibition, hits mostly inhibitors; AID 485341;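 note: potency is the fitted concentration of half-maximal effect; plate controls were no compound for no effect and no enzyme for full effect; nearly all actives have a fitted effect of over 20% in size; some results filed as inactive show a strong effect at the top dose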
#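 20 mM phosphate pH 7.0 + 0.01% (detergent screen) or 0.0001% Triton X-100; 5.3 nM AmpC reagent; cpd preinc 15 min RT; nitrocefin (800 uM stock) to start; A480 q20 s × 4 min; Activity was normalised to no-enzyme and no-compound control wells.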
# Tb PYK inh: blocks Trypanosoma brucei pyruvate kinase; Q57TT1; TbPYK enzyme, Kinase-Glo Plus ATP luminescence, 45 min; Potency, µM (titrated, usually from 76.8 µM), for the others: at the top dose activity, negative = inhibition, usual class: inhibitors; actives 0.12% (n = 410,000); AID 624173; note: potency is the fitted concentration of half-maximal effect; nearly all actives have a fitted effect of over 50% in size
#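 Assay buffer: 50 mM TEA pH 7.2, 100 mM KCl, 10 mM MgCl2, 0.05% BSA, 0.01% Tween-20. Pyruvate kinase from T. brucei plus substrate met compound, then ADP (130 uM final). Luminescence was read post 45 min RT.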
# LmPK inhibitor: inhibitors of Leishmania mexicana pyruvate kinase | Potency, µM (titrated, usually from 57.5 µM), without a hit: top-dose activity change, negative = inhibition, hits mostly inhibitors | purified LmPK, Kinase-Glo ATP luminescence, 1 h | Q27686 | actives 0.37% (n = 290,000); note: potency is the fitted concentration of half-maximal effect
#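 In 50 mM imidazole pH 7.2 with 7 mM MgCl2, LmPK (0.1 nM) turned over PEP (0.5 mM) and ADP (0.1 mM) for 1 h at room temperature. Luciferase read-out of ATP.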
# AmpC inh detg: inhibitors of E. coli AmpC beta-lactamase with detergent | P00811 | AmpC hydrolysis of nitrocefin, absorbance 480 nm, 0.01% Triton | Potency, µM (doses to about 114 µM), without a hit: at the highest dose activity change, negative = inhibition, actives largely listed as inhibitors | actives 0.041% (n = 370,000) | AID 485294;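 note: potency is the fitted concentration of half-maximal effect; 0% = no-compound wells and -100% = no-enzyme wells; nearly all actives have a fitted effect of over 25% in size; some results filed as inactive show a strong effect at the top dose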
#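 AmpC (5.3 nM in the dispensed reagent) in 20 mM phosphate pH 7.0 with 0.01% (detergent screen) or 0.0001% Triton X-100 was preincubated with compounds for 15 min at room temperature. Nitrocefin was then added from an 800 uM solution, and hydrolysis was followed at 480 nm.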
# AMA1-RON2 inh: disrupts binding of P. falciparum AMA1 to RON2; Potency, µM (doses to about 58.2 µM), for inactives: at the top dose activity change, negative = inhibition, actives largely listed as inhibitors; actives 0.2% (n = 360,000); AlphaScreen AMA1-biotinylated RON2 peptide binding; AID 720542;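 note: potency is the fitted concentration of half-maximal effect; 0% = vehicle wells and -100% = peptide control; nearly all actives have a fitted effect of over 45% in size; some results filed as inactive show a strong effect at the top dose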
#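 AMA1 (3D7) with his tag at 25 nM final met compounds first, then biotinylated RON2 peptide at 25 nM; detection used donor plus acceptor beads, 10 µg/mL apiece, read by AlphaScreen after 30 min at room temperature.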
# Sm TGR inh: blocks Schistosoma mansoni thioredoxin glutathione reductase; purified TGR, DTNB reduction, TNB absorbance 405 nm; Potency, µM (top dose mostly 114 µM), for the others: top-dose activity change, negative = inhibition, usual class: inhibitors; AID 485364; actives 3% (n = 360,000); note: potency is the fitted concentration of half-maximal effect; nearly all actives have a fitted effect of over 60% in size
#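 Kinetic colorimetric format: TGR-catalysed, NADPH-driven DTNB reduction monitored via TNB absorbance. Enzyme dispensed at 20 nM; compound exposure 15 min at room temperature before reaction start.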
# * hit, by the source's call; ? = inconclusive; nt = not tested or not shown; & = joins results of further samples; [ ] = dose if it differs, or a comment. Unless noted, calls come from the whole dose curve; as a rule, active = well fitted curve in the direction sought with a large enough effect; inconclusive = small, poorly fitted or top-dose-only effect, or another doubt; inactive = no such curve, though single readings can be large; an effect the other way counts as inactive or inconclusive. Unless noted, % is set by controls: 0 for no effect and ±100 for the full control effect. Random draw from the library, and some 7.4% of all compounds hit somewhere here.
# Order of results: HCMV antiviral, AmpC inh no detg, Tb PYK inh, LmPK inhibitor, AmpC inh detg, AMA1-RON2 inh, Sm TGR inh
Cc1ccc2oc(C(=O)Nc3sc4c(c3C(=O)NCc3ccco3)CCC4)cc(=O)c2c1
  17, nt, -6%, nt, 13%, nt, 1%
C=CCn1c(Cc2csc(N)n2)nnc1SCC(=O)Nc1ccc(C(=O)OCC)cc1
  -25, 31%, -9%, 8%, 4%, -11%, 5%
COc1ccc(CC(=O)Nc2ccccc2N2CCCC2)cc1OC
  -22, 51%, 0%, -6%, 3%, -3%, -19%
Cc1ccc(N(CC2CO2)S(=O)(=O)c2ccc(C)cc2)cc1 (stereo not given)
  -29, 4%, -4%, 6%, 9%, -7%, ?
CCC(NC(=O)c1ccncc1)c1ccccc1 (stereo not given)
  2, -11%, -22%, -1%, 5%, 2%, 2%
Cc1ccc2c(c1)C(=O)C(=O)N2Cc1ccccc1
  -28, -16%, -8%, nt, nt, -20%, nt
Cc1ccc(-n2nnnc2SCC(=O)Nc2c(C)n(C)n(-c3ccccc3)c2=O)cc1
  -29, 1%, 1%, 1%, ?, 3%, -8%
CCCn1nnc(NC(=S)NC(=O)c2ccccc2OC)n1
  32, -25%, 0%, nt, nt, 82%[activator], nt
CCCCCCC(=O)NNC(=O)c1c(O)c2ccccc2n(CCC)c1=O
  -12, 3%, 5%, -3%, -4%, 99%[activator], 5%[57.1 µM]
O=C(C(Cl)Cl)N1c2ccccc2OCC1c1ccccc1 (stereo not given)
  -61*, -25%, -5%, -4%, 0%, 4%, -7%
Cc1ccc2[nH]cc(C(=O)CCl)c2c1
  -91*, -26%, -4%, -1%, 5%, 0%, ?
C#CCOCCOCCOCCNc1nc(N2CCN(C(=O)C([C@@H](C)CC)n3cc(C(N)CO)nn3)CC2)nc(N2CCN(C(=O)[C@H](CCC(=O)O)n3cc(C(N)Cc4ccc(O)cc4)nn3)CC2)n1 (stereo not given in full)
  nt, 184%[activator], nt, 2%, -8%, nt, ?
COc1ccccc1NC(=O)Cn1cnc2sc(C(=O)Nc3cc(OC)c(OC)c(OC)c3)c(C)c2c1=O
  21, 140%[activator], 4%, 0%, 2%, 0%, -9%
C=CCn1c(CSc2ccccc2[N+](=O)[O-])n[nH]c1=S
  66, ?, ?, -5%, -8%, 84%[activator], -19%
Cc1cccc(C)c1C(O)c1ncc(-c2ccccc2Cl)[nH]1 (stereo not given)
  -3, nt, 0%, nt, nt, ?, nt
COc1ccc2[nH]c(=O)c(CN(Cc3ccccc3)Cc3nnnn3CC3CCCO3)cc2c1 (stereo not given)
  -12, 9%, 8%, 1%, -15%, 14%, -32%
CN(Cc1ccccc1)C(=O)CN1CCN(C(c2ccccc2)c2ccccc2)CC1
  -37, -8%[2.29 µM], -1%, 1%, -8%, -20%, 4%
O=C(N/N=C/c1ccc(N2CCOCC2)s1)c1ccccc1Br
  32, -26%, -1%, -5%, -4%, 64%[activator], ?
Cn1cnnc1SC1c2cccc3cccc(c23)C1NS(=O)(=O)c1ccccc1 (stereo not given)
  16, 4%, -1%, 0%, -12%, 7%, 0%
Cc1ccc(NC(=O)CSCC(=O)OCc2cc(=O)oc3cc(O)ccc23)c(C)c1
  -13, -29%, -2%, nt, 0%, -6%, -10%
CCn1nnc2cc(C(=O)Nc3cc(Cl)ccc3C)ccc21
  ?, -14%, -7%, nt, -1%, 0%, -15%
COc1ccc(CCNc2oc(-c3ccc(OC)c(OC)c3)nc2P(=O)(OC)OC)cc1OC
  2, 185%[activator], 3%, 4%, 6%, 1%, -5%
Cc1ccc(NC(=O)c2cccc(NC(=O)CCC(=O)O)c2)cc1C
  ?, -16%, 0%, -2%, 4%, -8%, 1%
CCCOc1ccc(C2SCC(=O)Nc3c2c(C)nn3-c2cccc(C)c2)cc1OC (stereo not given)
  -17, nt, 6%, nt, -2%, nt, -1%
O=C(NC(=S)Nc1ccc(O)cc1)c1cncc(Br)c1
  -23, nt, -4%, nt, nt, 94%[activator], nt
O=C(CCn1c(=O)sc2ccccc21)NCCN1CCOCC1
  13, nt, 6%, nt, nt, -6%, nt
O=C(C1CCC1)N1CCc2cc(S(=O)(=O)N3CCCCC3)ccc21
  -16, -4%, 1%, 7%, 2%, -6%, -23%
O=C(CC1C(=O)NCCN1Cc1cccc(C(F)(F)F)c1)NC1CCOCC1 (stereo not given)
  20, 26%, 1%, 9%, 4%, 19%, ?
CN(Cc1cnn(C)c1)C(=O)CC1C(=O)NCCN1Cc1cccc(Oc2ccccc2)c1 (stereo not given)
  0, 110%[activator], 1%, -5%, 1%, 0%, 40µM*
CC(C)Sc1cc(N2CCCC2)nc(-c2ccc(F)cc2)n1
  -18, -20%, -3%, -5%, -1%, 9%, 5%
CCc1c(C)sc(NC(=O)C2CC2c2ccccc2)c1C(N)=O (stereo not given)
  ?, -7%, 0%, 0%, 8%, -22%, 9%
COc1cc(OC)cc(C(=O)NCCC(c2ccccc2)c2ccccc2)c1
  -11, -5%, 1%, 3%, 4%, 6%, -30%
Cc1cccc(NC(=O)CSc2nc(-c3ccccc3)cc(=O)[nH]2)c1C
  -13, nt, -1%, nt, -4%, nt, -1%
COC(=O)c1ccc(CSc2nnc(-c3ccncc3)o2)cc1
  -68*, 1%, 1%, 2%, -17%, 0%, 0%
COc1cccc(/C=N/NC(=O)c2cc(-c3ccccn3)nc3ccccc23)c1O
  -63*, ?, -2%, nt, -5%, 68%[activator], -1%
COc1cc2c(cc1OC)CN(C(=O)c1cc3ccccc3oc1=O)CC2
  -4, -1%, 17%, 0%, ?, 0%, 0%
CN1CCN(C(=O)C2CCCN(S(=O)(=O)c3ccc(Cl)cc3)C2)CC1 (stereo not given)
  ?, 14%, -18%, 0%, 1%, -1%, -22%
Cc1nc2ccccc2c(=O)n1CCc1ccc(O)cc1
  63, -6%, -8%, -2%, 0%, 5%, 7%
Cc1cc2oc(=O)cc(CN3CCCc4ccccc43)c2cc1C
  42, -32%, -1%, 0%, ?, -3%, -30%
COCc1cc(C)nc(Nc2ccccc2OC)c1C#N
  8, -9%, -11%, 2%, -4%, 10%, 9%

# Compound profiles, from the list above. Order of values: HCMV antiviral	AmpC inh no detg	Tb PYK inh	LmPK inhibitor	AmpC inh detg	AMA1-RON2 inh	Sm TGR inh
# `COc1cc(OC)cc(C(=O)NCCC(c2ccccc2)c2ccccc2)c1` as listed: -11	-5%	1%	3%	4%	6%	-30%
# `COCc1cc(C)nc(Nc2ccccc2OC)c1C#N` as listed: 8	-9%	-11%	2%	-4%	10%	9%
# `Cc1ccc(NC(=O)c2cccc(NC(=O)CCC(=O)O)c2)cc1C` as listed: ?	-16%	0%	-2%	4%	-8%	1%

# Continued:
# Order of results: HCMV antiviral, AmpC inh no detg, Tb PYK inh, LmPK inhibitor, AmpC inh detg, AMA1-RON2 inh, Sm TGR inh
C#CC(C)OCC1CNC(=S)O1 (stereo not given)
  -29, nt, -8%, nt, nt, 0%, nt
O=C(Cc1ccc([N+](=O)[O-])cc1)N1CCN(Cc2ccc3c(c2)OCO3)CC1
  -34, 29%, -6%, -1%, 2%, 4%, -6%
COc1cc([N+](=O)[O-])cc(CN2CCCCC2)c1O
  44, -15%, 2%, 2%, 3%, -9%, 8%
O=S(=O)(Nc1cccc(-c2ccc(N3CCCCCC3)nn2)c1)c1cccc(F)c1
  -10&36, -42%, -9%&-10%, 2%, ?, -7%, -5%&0%
CCOc1ccc(C(C)=O)cc1CC(C(N)=O)C(N)=O
  0, -11%, 13%, 10%, -16%, 3%, -20%
CC(=O)CSc1nnc(-c2ccc(S(=O)(=O)N3CCOCC3)cc2)n1C
  -36, -18%, -2%, -8%, 1%, 1%, 1%
COCCN(C(=O)c1csnn1)C(C(=O)NC1CCCC1)c1ccccc1F (stereo not given)
  -8, -12%, 2%, 0%, -11%, -6%, -10%
Cn1ncc(Cl)c1C(=O)N1CCN(S(=O)(=O)c2ccc(Cl)s2)CC1
  8, 66%[activator], 2%, 2%, 3%, -1%, ?
COc1ccc(C2C(=O)N(C3CCCCC3)CC(=O)N2CCc2ccc(OC)c(OC)c2)cc1 (stereo not given)
  2, nt, 3%, nt, 9%, nt, 5%
Cc1ccc2nc(-c3ccc(C#N)cc3)c(Cc3ccccc3)n2c1
  59, nt, 0%, nt, nt, 3%, nt
CN(C(=O)COC(=O)c1ccccc1NCCO)C1CCS(=O)(=O)C1 (stereo not given)
  -14, -14%, 2%, nt, -13%, -4%, 3%
COc1cc2c(c(OC)c1OC)-c1ccc(SC)c(=O)cc1C(N)CC2 (stereo not given)
  -88*, nt, -11%, nt, nt, -12%, nt
Cc1ccc(SCCC(=O)Nc2cc(C)on2)cc1
  -7, -21%, 4%, 1%[11.5 µM], -4%, -14%, 0%
Cc1cnc(C(=O)OC(C)C(=O)Nc2cccc3ccccc23)cn1 (stereo not given)
  1, -24%, 8%, nt, -5%, 2%, 4%
C=C1CCN(C(C)C(=O)OC)S(=O)(=O)c2ccccc21 (stereo not given)
  -17, -15%, -2%, 4%, -4%, 6%, -5%
Cc1ccc(C)c2[nH]c(=O)c(CN(CCN3CCCC3)C(=O)Nc3cccc(Cl)c3)cc12
  -14, 152%[activator], 0%, 2%, 3%, 0%, ?
CCNC(=O)c1ccc(C23CC4CC(CC(C4)C2)C3)o1
  -21, -4%, 0%, 1%, 2%, 27%, nt
CCn1c2ccc(C)cc2c2nnc(NN)nc21
  -21, -10%, -9%, 3%, -9%, 15%, 3%
CCCn1nnnc1NC(=O)c1cccs1
  -13, -32%, 3%, 2%, ?, -7%, 3%
COC(=O)/C(C(C)=O)=C(/C=C/C=C/N(C)C)N(C)C
  0, -10%, 0%, 6%, -3%, -8%, -35%
O=C(NCC1CC1(Cl)Cl)Nc1ccc(Cl)c(Cl)c1 (stereo not given)
  -22, -46%, 3%, 6%, -13%, 9%, 3%
CSc1nnc(N2C(=O)C(O)=C(C(=O)c3ccco3)C2c2ccccc2)s1 (stereo not given)
  -28, -22%, -27%, 13%, 4%, 53%[activator], ?
O=S(=O)(N/N=C1\CCCc2ccccc21)c1ccccc1
  -8, -20%, -10%, nt, -3%, 6%, -27%
Cc1cc(Cl)cc(Cl)c1CNc1c([N+](=O)[O-])c(=O)oc2ccccc12
  9, -16%, 14%, 2%, -1%, -4%, 6%
COc1cc(-n2c(=O)c3ccccc3n(Cc3ccccc3)c2=O)cc(OC)c1OC
  7, 2%, -1%, 6%, -12%, 8%, 0%
CCCCn1c(SCC(=O)N(C)C)nnc1-c1ccncc1
  8, 23%, 7%, -3%, 3%, 5%, nt
